V-ATPase pHluor: alters yeast V-ATPase proton transport; S. cerevisiae, pHLuorin cytosolic pH fluorescence; response, % at 10 µM; 350,000 compounds, 0.37% hits; in the data active = response mostly above about 7.3%, no sharp cut-off; inactive = mostly below about 5.4%; also: actives read high; inactives centre near 0; some compounds called inactive have numbers as strong as hits; reference of the scale not given here
cardiac RTF act: cardiac RTF calcium sensitization | IANBD-labeled TnC RTF fluorescence at EC20 calcium; 0% EC20 calcium, 100% full calcium | activation, % at 7.2 µM | 340,000 compounds, 0.24% hits;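 active = activation above the mean over all tested compounds plus 3 SD, cut at about 30% in these data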;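 also: rise in fluorescence read as greater calcium sensitivity of cardiac thin filaments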
Tat transport: blocks Tat-dependent protein export in E. coli. E. coli MC4100 TorA-mCherry Tat export, fluorescence. inhibition, % at 10 µM. 340,000 compounds, 0.036% hits;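 active = mean replicate inhibition at least 50% and at least half of replicates individually reaching 50%; inconclusive = only one of the two criteria met; inactive = neither criterion met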;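 also: exported cargo escapes ClpAP degradation while cytoplasmic cargo is degraded and loses fluorescence; 0% = median of neutral control wells and 100% = median of NaSCN control wells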
Rtt109 Vps75: C. albicans Rtt109 histone acetyltransferase inhibition; AID 540336; inhibition, % at 34.9 µM; Q5AAJ8; purified Rtt109/Vps75, ThioGlo CoA-SH fluorescence, 4 h; 330,000 compounds, 0.16% hits;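 active = inhibition of at least 50% in every replicate; inconclusive = best replicate reaches 50% inhibition but some replicates fall short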
Target sequence (Q5AAJ8 whole entry, looked up): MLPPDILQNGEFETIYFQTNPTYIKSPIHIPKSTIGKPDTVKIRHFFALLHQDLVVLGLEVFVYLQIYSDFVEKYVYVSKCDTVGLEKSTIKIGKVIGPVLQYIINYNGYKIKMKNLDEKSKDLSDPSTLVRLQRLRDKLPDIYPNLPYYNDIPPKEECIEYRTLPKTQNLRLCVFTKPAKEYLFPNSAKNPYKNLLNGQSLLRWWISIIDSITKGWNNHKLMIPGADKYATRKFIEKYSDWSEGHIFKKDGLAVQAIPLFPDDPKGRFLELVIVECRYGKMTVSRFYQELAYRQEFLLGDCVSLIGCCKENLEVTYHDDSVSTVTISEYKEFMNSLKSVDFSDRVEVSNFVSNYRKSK
CAL PDZ FP-1: CAL PDZ (human) peptide binding inhibition | Q9HD26 | purified CAL PDZ, TMR-peptide fluorescence polarization, 1 h | inhibition, % at 24.9 µM | 300,000 compounds, 0.92% hits | AID 602252;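 active = mean inhibition of at least 30% with at least half of replicates also reaching 30%; inconclusive = no clear call, values can overlap the other calls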;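 also: 0% = DMSO neutral control and 100% = excess unlabeled competitor peptide PRC23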
dFosB activator: mouse delta FosB homodimer activation | activation, % at 25 µM | 340,000 compounds, 0.99% hits | AID 493131 | purified delta FosB, TAMRA-CDK5 oligo fluorescence polarization; percent of positive-control signal above neutral wells | P13346;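 active = mean activation above about 17%, with every replicate also reaching it, limit read from the data, passing the limit was not always enough; inconclusive = only one of the two conditions met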;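 also: fluorescence polarization rise as delta FosB binds a TAMRA Cdk5 AP-1 oligo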
Target sequence (P13346 whole entry, looked up): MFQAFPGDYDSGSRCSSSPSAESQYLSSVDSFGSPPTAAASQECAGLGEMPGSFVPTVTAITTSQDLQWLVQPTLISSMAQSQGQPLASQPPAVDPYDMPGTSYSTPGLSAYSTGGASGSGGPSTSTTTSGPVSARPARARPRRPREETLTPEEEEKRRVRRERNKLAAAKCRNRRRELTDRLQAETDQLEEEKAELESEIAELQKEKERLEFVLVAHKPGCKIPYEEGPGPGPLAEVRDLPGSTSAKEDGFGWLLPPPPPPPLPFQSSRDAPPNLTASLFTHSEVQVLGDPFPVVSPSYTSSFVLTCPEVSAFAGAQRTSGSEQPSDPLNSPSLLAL
CDK5 p35 inh: inhibitors of human CDK5/p35 kinase. Q00535+Q15078. Recombinant CDK5/p35, ADP-Glo luminescence, 60 min. inhibition, % at 10 µM. 330,000 compounds, 0.01% hits. AID 488839;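 active = highest replicate inhibition of at least 50% and at least 75% of replicates reaching 50%; inconclusive = only one of the two criteria met; inactive = both criteria failed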;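 also: plate controls were DMSO neutral control for no effect and GW8510 at 10 µM for full effect; many of its hits are not listed in these tables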
Wnt bcat act: activators of Wnt/beta-catenin signaling. Wnt/beta-catenin reporter cell assay, activator, plate reader. activation, % at 9.35 µM. 300,000 compounds, 1.2% hits; in the data active = activation above about 30%, passing the limit was not always enough; inconclusive = no clear call, values can overlap the other calls;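 also: 0% = neutral control wells and 100% = positive control wells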
MITF act: activators of MITF-driven TRPM1 promoter activity in SK-MEL-5 cells. AID 588334. 300,000 compounds, 0.75% hits. activation, % at 12.5 µM. SK-MEL-5 TRPM1-promoter luciferase, 24 h; % of positive control, neutral wells = 0;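 active = mean activation of at least 80% with every replicate also reaching 80%; inconclusive = mean reaches 80% but some replicate falls short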;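 also: 0% = neutral control wells and 100% = parthenolide positive control wells; values of inactives mirror those of a sister screen read the other way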
CAL PDZ FP-2: human CAL PDZ-peptide interaction inhibition | Q9HD26 | purified CAL PDZ, TMR-peptide fluorescence polarization, 1 h | inhibition, % at 20 µM | 330,000 compounds, 0.02% hits | AID 504414;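 active = highest replicate inhibition of at least 40%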;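 also: plate controls were DMSO neutral control wells for no effect and unlabeled competitor peptide control wells for full effect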
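System: purified tagged CAL PDZ domain construct (CerCALP). Schedule: 1 h incubation at room temperature before polarization reading. Medium: 25 mM sodium phosphate pH 7.4, 150 mM NaCl, TCEP, IgG, Thesit. Read-out: percent inhibition from loss of millipolarization. Measured by: FP readout, S and P plane fluorescence. Probe or stimulus: fluorescent TMR peptide probe.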
An asterisk follows results filed as active; ? = inconclusive; . = not tested or not shown.

Values run as follows: dFosB activator, Wnt bcat act, CDK5 p35 inh, Tat transport, Rtt109 Vps75, CAL PDZ FP-2, MITF act, cardiac RTF act, V-ATPase pHluor, CAL PDZ FP-1
1	CC(=O)OC1COC(n2ccc3cc([N+](=O)[O-])ccc32)C(OC(C)=O)C1OC(C)=O (stereo not given)
→ -1, 8, -0.7, 14, -4, ., 7, 6, 1, 4
2	Cc1[nH]n(-c2ccccc2)c(=O)c1N=Nc1cccc(S(=O)(=O)N2CCOCC2)c1
→ -2, -20, 0.9, -1, 10, -1.3, -6, 9, 3, -4
3	CC(C)(C)c1ccc(-c2cnco2)cc1
→ -7, 1, 0.2, -3, -4, -0.3, 1, 6, -3, -3
4	COc1ccc2c(c1OC)C(=O)N(c1ncn[nH]1)C2
→ -4, ., 0.3, -16, 5, 0.9, 3, -4, 1, 7
5	NC(=S)Nc1cccc2[nH]ccc12
→ 3, -3, 0.1, -28, -1, -3.0, -13, 4, 2, 0
6	O=C(NC(Cc1ccccc1)c1nc2ccccc2[nH]1)c1cccc([N+](=O)[O-])c1 (stereo not given)
→ -7, 0, 0.8, -6, ., -3.1, 6, 3, 2, -1
7	COc1cccc(CNC(=O)CCS(=O)(=O)c2ccc3c(c2)CC(C)N3C(=O)C2CC2)c1 (stereo not given)
→ -9, -1, -0.4, 10, -6, -2.3, 2, -4, 4, -2
8	Cc1nc(SCC(=O)N2CCCc3ccccc32)c2oc3ccccc3c2n1
→ -10, -3, 0.1, 4, 3, -1.1, -3, -2, 3, 2
9	COC(=O)c1sccc1NC(=S)N1CCN(c2cccc(C)c2C)CC1
→ -11, 0, -0.1, 3, -11, -2.6, -1, -1, 1, 0
10	N#Cc1c(-c2cccs2)cc(-c2ccccn2)nc1N
→ -33, ., 1.4, -5, 3, -1.8, -9, 3, 0, -1
11	Cc1ccc2cc(CN(c3ccccc3C)S(=O)(=O)c3ccccc3)c(=O)[nH]c2c1
→ 5, 0, 1.4, -3, -3, -1.6, -11, 1, -1, -1
12	CC(C)CCn1c(SC(C)C(=O)NC2CC2)nc2ccccc2c1=O (stereo not given)
→ -4, -1, 1.5, 3, -3, 0.2, 8, -3, 2, -3
13	Cc1[nH]c2ccccc2c1C(=O)C(=O)NC1CC(=O)N(c2ccc(F)cc2)C1 (stereo not given)
→ 2, 1, -3.2, -2, -1, -1.6, -7, -3, 0, -4
14	Cc1ccc(S(=O)(=O)N(C)CC(=O)OCC(=O)Nc2ccccc2)cc1
→ -4, -1, 1.1, -3, -5, -0.6, 0, 9, 5, -1
15	CCN(CC)C(=O)c1c[nH]c2ccc(S(=O)(=O)Nc3cc(C)cc(C)c3)cc2c1=O
→ -1, ., 0.4, 1, 5, -1.9, -10, -3, 1, -8
16	CCCCC(CC)C(=O)Nc1ccc(Cl)cn1 (stereo not given)
→ 1, ., -1.1, 7, 2, -1.1, -2, -7, 0, .
17	CCOCCCNC(=O)Cc1ccc(Br)cc1
→ -4, ., -0.5, -6, -18, -2.0, 3, 0, 7, -3
18	Cc1ccc(C)c(OC(=O)CN2C(=O)c3ccccc3C2=O)c1
→ 12, 1, -4.9, 4, -3, -0.8, ., 2, 3, -1
19	Cc1ccc(C)c(N=C2NC(=O)CS2)c1
→ -3, ., 0.7, 1, 1, -0.8, 0, 2, -3, 0
20	Cc1ccc(C(=O)c2ccc(N3CCN(C)CC3)c([N+](=O)[O-])c2)cc1
→ 0, 3, -2.3, -11, 7, 0.0, 7, 4, 2, -4
21	CCOc1ccc(C(C)C)cc1S(=O)(=O)n1ccnc1C
→ 1, 1, -0.2, -6, 1, -0.6, -2, -1, 0, -6
22	COc1ccc(CCNC(=O)C(=O)Nc2ccc3nc4n(c(=O)c3c2)CCCCC4)cc1OC
→ -16, 5, 2.6, -8, -1, -1.6, 28, -8, -3, -1
23	CCOC(=O)C1=NN(c2ccc(OC)cc2)C2C(=O)N(c3ccccc3OC)C(=O)C12 (stereo not given)
→ -1, 3, 0.3, -4, -2, -1.8, ., 0, -1, -9
24	O=C(Cc1ccccc1)Nc1ccc(S(=O)(=O)N2CCCC2)cc1
→ -9, 0, 0.0, 1, 2, -4.4, 3, -5, -8, 2
25	O=C(NC1CC2CCCC(C1)N2S(=O)(=O)c1ccccc1)c1ccccc1 (stereo not given)
→ -3, 2, -1.0, 4, -8, ., ., 12, -3, -4
26	C=CCn1c(SCC(=O)Nc2ccc(C(=O)OCC)cc2)nnc1-c1sc(N)nc1C
→ 14, ., -0.1, -8, 1, -0.6, -9, -1, -3, 0
27	CN(C)S(=O)(=O)c1cccc(COC(=O)C2=COCCO2)c1
→ -2, ., -0.1, -2, -7, -2.1, 4, -5, -3, -1
28	CC(=O)N=Nc1[nH]c(N)c2ccccc12
→ 2, -3, 0.0, -4, ., -1.9, 31, 0, 0, -2
29	Cn1c(N)c(C(=O)c2ccc(Cl)cc2)c(=O)n(C)c1=O
→ -2, 0, -0.4, -7, 8, 0.1, 0, 2, 3, -1
30	CC1CCCCN1C(=O)CN1C(=O)NC2(CCCCC2C)C1=O (stereo not given)
→ 5, 0, -0.2, 4, 5, -0.1, -2, 2, -4, -4
31	COC(=O)c1c(NC(=O)C2CC=CCC2C(=O)O)sc(C(N)=O)c1C (stereo not given)
→ -8, -3, 0.0, 1, 2, 0.6, -16, 8, 4, .
32	O=C(NCc1cccnc1)c1ccc(-c2cc3ccccc3oc2=O)cc1
→ -5, ?, -3.3, -1, -2, -1.7, 15, -5, 3, 0
33	COc1ccc(N2C(=O)CC(C)(C)CC2=O)cc1OC
→ 5, -1, 0.7, -4, -8, 0.9, 1, 1, -2, -1
34	CC(=O)N1CCOc2ccc(S(=O)(=O)N3CCCC(C)C3)cc21 (stereo not given)
→ -8, 7, 0.6, -4, 1, -0.5, 24, -4, -3, -3
35	c1nc(NCCN2CCOCC2)c2sc3nc(N4CCOCC4)c4c(c3c2n1)CCC4
→ 8, -2, -1.1, 3, 9, -1.2, -6, 1, -2, 0
36	Cc1noc(C)c1S(=O)(=O)N(C)C[C@H]1Oc2c(NC(=O)NC3CCCCC3)cccc2C(=O)N([C@H](C)CO)C[C@@H]1C
→ -11, 1, 0.8, -3, 13, -0.2, -3, 3, -6, -1
37	Cc1cc(C)n(-c2ccc(C(=O)NCC(c3ccco3)N3CCCC3)cc2)n1 (stereo not given)
→ -9, 9, -5.8, 7, 0, -1.3, 4, 5, 16*, .
38	Cc1cc(NS(=O)(=O)c2ccc(NC(=O)CCSc3ccc(F)cc3)cc2)nc(C)n1
→ -6, 6, -0.5, 3, 6, -1.1, -2, 0, 5, -3
39	Cc1ccc(C(=O)Nc2ccc(N3CCOCC3)c3nonc23)cc1[N+](=O)[O-]
→ -10, -3, -1.1, -3, 6, -2.2, 19, -7, 3, -5
40	O=C(CCCCCN1C(=O)c2cccc3cccc(c23)C1=O)NCCCO
→ 10, 0, -0.7, -5, 4, -2.5, ., -9, -1, 2
41	COc1ccc(CC(=O)NNC(=O)c2ccccc2)cc1OC
→ -2, 0, 0.7, 1, 8, -0.1, -1, -2, -3, .
42	Cc1ccc(S(=O)(=O)n2cc(CO)c3ccccc32)cc1
→ -5, -1, -0.5, -1, 2, -0.3, ., -4, 5, -3
43	O=C(NCCc1ccc(Cl)cc1Cl)c1ccc2nc[nH]c2c1
→ -5, -3, -2.6, 1, -2, -2.3, 5, -4, -2, -4
44	Nc1nc(Br)c2ccccc2c1-c1ccccc1
→ -1, 2, 1.3, 9, -11, 0.2, 6, 7, 0, 2
45	COc1ccc(C(=O)OCC(=O)NCCN2C(=O)CSC2=O)cc1[N+](=O)[O-]
→ 2, 6, 0.0, -14, 6, 0.2, 0, -2, 1, -1
46	O=C(CSc1ncccn1)N1CCN(C(c2ccccc2)c2ccccc2)CC1
→ -8, ., 0.5, -2, 1, -0.7, ., -1, -5, -2
47	COc1cccc(C(c2c(NC(=O)c3ccco3)sc(C)c2C)N2CCOCC2)c1 (stereo not given)
→ -12, 1, -1.9, 10, 1, 0.3, -13, 0, 2, -4
48	O=C(O)C1CC(=O)N(C2CCCCC2)C1c1ccccc1 (stereo not given)
→ -4, -16, 0.6, 1, 2, -0.4, -1, -7, 7, 1
49	CCOc1ccc(OCCn2nnc3ccccc3c2=O)cc1
→ -13, ?, 2.6, 0, 5, -1.3, 72, 2, 0, -8
50	COc1cccc(-c2ccc(SCC(=O)c3ccccc3)nn2)c1
→ -28, -2, -1.8, 15, -2, -4.3, 2, 0, -1, -1
51	COc1ccc(S(=O)(=O)N2CC(O)CC2C(=O)OCC(=O)Nc2ccc(Cl)cn2)cc1 (stereo not given)
→ 0, ., -0.8, -2, -3, -2.1, -2, -4, 2, -2
52	Cc1nnc(SCCn2c(N3CCC(C)CC3)nc3c2c(=O)[nH]c(=O)n3C)s1
→ -1, ., -0.1, -9, -18, -0.3, -6, -2, 15, -6
53	c1ccc(Oc2cccc(NC3=NCCC3)c2)cc1
→ -2, ., -0.3, -3, -9, 0.6, 2, 2, -1, -20
54	Cc1cc(=O)c2cccc(Br)c2[nH]1
→ -2, -1, 0.3, 10, 5, 0.1, -2, -2, -1, -2
55	CCOC(=O)C1=C(C)N(c2ccccc2)C(=O)C1CC(=O)O (stereo not given)
→ -2, 6, 0.8, 4, -5, -3.6, ., -4, -1, 0
56	Cc1ccnc(NC(=O)CCC(=O)c2cc(C)sc2C)c1
→ -7, 2, 0.1, -3, 2, -0.2, 0, 15, -3, .
57	Cc1ccc(S(=O)(=O)NCCc2ccc(S(N)(=O)=O)cc2)cc1
→ 1, ., -1.2, -4, ., -1.7, ., -2, 0, -3
58	Cc1noc(C)c1CSCC(=O)Oc1ccc(N(C)S(=O)(=O)c2ccccc2)cc1
→ -4, 0, 0.1, -1, 5, -1.9, 3, -3, -4, -4
